# Bioassay records as filed in PubChem.
# Vif-APOBEC3G blk: Vif-A3G binding inhibition; Q9HC16; HeLa A3G-eYFP + Vif (tagged APOBEC3G with the HIV-1 protein that degrades it), YFP fluorescence, overnight; Potency, µM (titrated, usually from 46.1 µM), inactives show at the highest dose activity, negative = active, most hits filed as inhibitors; 410,000 compounds, 0.076% hits; AID 602310;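 also: potency is read from the fitted curve at half-maximal effect; % is scaled to controls: 0 for no effect and ±100 for the full control effect; nearly all actives have a fitted effect of over 60% in size; hits raise eYFP signal because A3G escapes Vif-driven loss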
# Target sequence (Q9HC16 whole entry, looked up): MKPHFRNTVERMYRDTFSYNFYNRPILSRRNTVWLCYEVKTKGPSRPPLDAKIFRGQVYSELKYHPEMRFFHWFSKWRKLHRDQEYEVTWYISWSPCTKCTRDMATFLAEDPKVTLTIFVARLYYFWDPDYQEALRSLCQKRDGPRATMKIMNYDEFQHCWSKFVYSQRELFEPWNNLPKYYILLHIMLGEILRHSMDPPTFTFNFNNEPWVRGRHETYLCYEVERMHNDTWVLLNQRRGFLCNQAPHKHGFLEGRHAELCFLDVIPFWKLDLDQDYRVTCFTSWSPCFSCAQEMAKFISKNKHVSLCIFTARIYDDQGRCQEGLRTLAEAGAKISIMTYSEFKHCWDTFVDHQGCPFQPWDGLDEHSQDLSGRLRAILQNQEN
#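 Read-out is eYFP fluorescence (Ex 488/Em 500-530) from Vif-expressing HeLa A3G-eYFP cells; more signal means A3G escaped Vif-mediated degradation. Cells plated overnight, compound pinned in, incubated overnight at 37 deg C.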
# Glioma ERSR ind: induces the endoplasmic reticulum stress response in human glioma cells | U87-MG GRP78 promoter luciferase reporter, 16 h | Potency, µM, inactives show at the highest dose activation, actives largely listed as activators | 420,000 compounds, 0.02% hits | AID 602332; also: potency is read from the fitted curve at half-maximal effect; series mostly up to about 76 µM; % of control where 0% means no effect; nearly all actives have a fitted effect of over 35% in size
#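 Stably transfected U87-MG human glioma cells carrying a GRP78-based luminescent sensor were seeded at 1000 cells/well, pin-dosed with compounds and incubated 16 h. Luciferase reagent was then added, and end-point luminescence was read after 10 min at room temperature.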
# Vif-APOBEC3F blk: inhibitors of Vif-A3F interaction | Potency, µM (highest dose often 46.1 µM), without a hit: at the highest dose activity, negative = active | HeLa A3F-eYFP + Vif (tagged APOBEC3F with the HIV-1 protein that degrades it), YFP fluorescence increase | 390,000 compounds, 0.2% hits; also: potency is read from the fitted curve at half-maximal effect; % of control where 0% means no effect; nearly all actives have a fitted effect of over 65% in size
#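 Fluorescence increase (Ex 488/Em 500-530) after overnight compound treatment at 37 deg C flags inhibition of Vif-driven A3F-eYFP loss in stable HeLa A3F-eYFP/Vif cells seeded overnight beforehand.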
# 12-LOX inh: inhibitors of human 12S-lipoxygenase ALOX12; purified 12hLO, xylenol orange hydroperoxide absorbance; 580,000 compounds, 1.1% hits; P18054; AID 1671190; Potency, µM (titrated, usually from 108 µM), for inactives: at the top dose activity change, negative = inhibition, most hits filed as inhibitors; also: potency is read from the fitted curve at half-maximal effect; % is scaled to controls: 0 for no effect and ±100 for the full control effect
#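 Purified human 12hLO at 150 nM in 25 mM Hepes, 0.01% Triton X-100, pH 7.0, preincubated 15 min at room temperature with compound. Reaction started with 40 uM arachidonic acid, 30 min at room temperature. Hydroperoxide measured by Fe-xylenol orange, 573/405 nm absorbance ratio.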
# LDHA block: LDHA (human) enzyme inhibition; P00338; purified LDHA, NADH/diaphorase-resazurin fluorescence; active compounds read low; activity change, % (values are at about 110 or 230 µM); 480,000 compounds, 0.15% hits; in the data active = activity change below about -30%; inconclusive = mostly about -25% to -30%;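 also: plate controls were DMSO wells for no effect and wells without enzyme for full effect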
#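 Human LDH5 at 2 nM final in Tris HCl pH 7.4 with 0.06 mM NADH and 0.2 mM pyruvate, reacted 5 minutes at room temperature. Remaining NADH coupled via diaphorase/resazurin; resorufin fluorescence read at 0 and 20 minutes, normalized to enzyme-free and DMSO wells.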
# RGS4 inhibitor: human RGS4 inhibition | AID 504845 | Potency, µM (doses to about 114 µM), inactives show at the top dose activity change, negative = inhibition, usual class: inhibitors | Transcreener GDP fluorescence polarization, RGS4-accelerated GTP hydrolysis | 390,000 compounds, 0.039% hits | P49798; also: potency is read from the fitted curve at half-maximal effect; % is scaled to controls: 0 for no effect and ±100 for the full control effect; nearly all actives have a fitted effect of over 75% in size; some results filed as inactive show a strong effect at the top dose
# Target sequence (P49798 whole entry, looked up): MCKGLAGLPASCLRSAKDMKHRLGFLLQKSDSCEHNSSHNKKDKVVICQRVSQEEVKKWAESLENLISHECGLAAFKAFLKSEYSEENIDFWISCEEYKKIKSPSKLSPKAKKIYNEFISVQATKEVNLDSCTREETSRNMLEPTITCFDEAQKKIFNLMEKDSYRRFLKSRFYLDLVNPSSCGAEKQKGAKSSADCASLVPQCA
#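 MLSMR compounds (23 nl, pin-transferred) preincubated 10 min at room temperature with a 500nM (2x) first reagent, then RGS4 at 900nM (2x) plus Transcreener GDP mix added; fluorescence polarization (620/688 nm) read before and after 90 min at 30 °C.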
# ERG Ets-DNA blk: blocks human ERG Ets domain binding to DNA; AID 624246; P11308; fluorescence polarization, His-ERG Ets domain / labelled DNA; Potency, µM (top dose mostly 76.9 µM), for the others: at the highest dose FP activity, negative = inhibition, hits mostly inhibitors; 370,000 compounds, 0.028% hits; active = well fitted inhibition curve with a large enough effect in the polarisation, with a control signal flat; inconclusive = small, poorly fitted or top-dose-only effect, or effect the other way, or a change in a side signal; inactive = no such curve, though single readings can be large or run the other way; the % refers to the polarisation;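 also: polarization taken with two DNA probes labelled with fluorescein and Texas red; potency is read from the fitted curve at half-maximal effect; % of control where 0% means no effect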
#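 His-tagged ERG Ets domain (1 uM in the protein solution; 300mM KCl, 50mM Tris-HCl, 1mM EDTA, 1mM DTT, pH 7.5) received compound, then a probe mix of 5 nM fluorescein-DNA and 100nM Texas-615-DNA. Fluorescence polarization was read for both dyes.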
# D2 antagonist: D2 dopamine receptor (human) antagonism; P14416; HEK293 TREx D2 cells, calcium flux, dopamine EC80; inhibition, % at 10 µM; 340,000 compounds, 2% hits; AID 485344; in the data active = inhibition above about 30%; also: 0% is about no effect
# Target sequence (P14416 whole entry, looked up): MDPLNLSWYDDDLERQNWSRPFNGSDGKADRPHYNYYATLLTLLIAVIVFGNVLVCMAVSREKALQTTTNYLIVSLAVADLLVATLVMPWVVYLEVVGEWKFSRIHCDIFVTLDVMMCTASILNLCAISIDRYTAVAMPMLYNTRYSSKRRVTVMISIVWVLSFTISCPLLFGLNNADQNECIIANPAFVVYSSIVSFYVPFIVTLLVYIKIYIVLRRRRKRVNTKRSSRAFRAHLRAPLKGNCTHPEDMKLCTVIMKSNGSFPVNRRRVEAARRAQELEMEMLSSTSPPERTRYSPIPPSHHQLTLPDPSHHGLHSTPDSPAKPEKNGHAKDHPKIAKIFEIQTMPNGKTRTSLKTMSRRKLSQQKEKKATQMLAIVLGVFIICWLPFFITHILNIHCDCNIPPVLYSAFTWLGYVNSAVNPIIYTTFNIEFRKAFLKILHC
#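 Cells plated overnight at 30 C with tetracycline; no-wash calcium dye, 30–90 min RT; 10 s baseline; compound pinned; 180 s read; EC80 dopamine added; another 180 s read.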
# D2 agonist: D2 dopamine receptor (human) agonism | HEK293 T-REx D2 cells, calcium flux agonist mode | 340,000 compounds, 0.53% hits | P14416 | AID 485358 | activation, % at 2 µM;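 active = activation over 3 SD above normal in the single-dose calcium agonist read, cut at about 30% in these data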; also: 0% is about no effect
#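 Agonism scored from kinetic calcium signal (1 read/sec, 180 s) following compound pin transfer, after a 10 s baseline. Cells: HEK293 Trex line expressing inducible D2 receptor coupled to calcium, dye-loaded after overnight culture at 30 C.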
# Active calls of the source: *; ? = inconclusive; . = no result given; & = joins results of further samples; [ ] = another dose, or the depositor's remark. Unless noted, calls follow the shape of the dose curve; as a rule, active = well fitted curve in the direction sought with a large enough effect; inconclusive = small, poorly fitted or top-dose-only effect, or another doubt; inactive = no such curve, though single readings can be large; an effect the other way counts as inactive or inconclusive. The list is partial; the hit share may differ from the screen's.
item	SMILES	Vif-APOBEC3G blk	Glioma ERSR ind	Vif-APOBEC3F blk	12-LOX inh	LDHA block	RGS4 inhibitor	ERG Ets-DNA blk	D2 antagonist	D2 agonist
1	COc1ccc(CCNC(=O)[C@@H](NC(=O)c2ccccc2F)C(C)C)cc1OC	2%	-4%	9%	7%	-2	8%	-13%	9	0.3
2	CCn1cc(CN2CCC(C(=O)Nc3cccc(-c4cccc(OC)c4)c3)CC2)cn1	2%	0%	?	-9%	0	12%	-9%	-9	0.0
3	O=C(NCc1ccc(F)cc1)C1CCCN1C(=O)Nc1ccc(Cl)cc1 (stereo not drawn)	-1%	-2%	6%	-8%	0	-6%	9%	-9	-1.2
4	CN(C)CC1CCCCC1OC(=O)c1ccc(Cl)cc1 (stereo not drawn)	1%	-4%	-8%	-4%	-14	1%	.	8	-0.3
5	NC(=O)c1ccccc1NC(=O)Cn1nc(Cc2cccnc2)c2ccccc2c1=O	3%	-4%	-12%	-18%	-4	8%	1%	.	-0.3
6	O=C(COC(=O)CCCSc1nc2ccccc2[nH]1)Nc1cccc(F)c1	-2%	-1%	-3%	15%	-6	30%	3%	20	-0.2
7	COc1ccccc1CN(C(=O)Cc1cccs1)C(C(=O)NC1CCCC1)c1ccncc1 (stereo not drawn)	-3%	-2%	-14%	-14%	9	18%	.	0	1.4
8	O=C(Nc1ccc2c(c1)C(=O)NC2=O)c1ccc(Cl)s1	1%	0%	-4%	-14%	-16	17%	-11%	-4	-1.6
9	CCOC(=O)c1sc2nc(C)nc(N3CCN(S(=O)(=O)c4ccccc4)CC3)c2c1C	1%	0%	0%	-22%	-7	-47%	1%	.	.
10	OCc1ccccc1-c1cnc2sc(NCc3ccc(F)cc3)nn12	-5%	-1%	.	6%	-6	.	.	.	.
11	COc1ccc(CC2(CO)CCN(S(=O)(=O)c3c(C)nn(C)c3Cl)CC2)cc1	0%	0%	-1%	1%	-3	-22%	8%	-4	2.1
12	Cc1ccc(OCC(O)Cn2c3ccccc3c3ccccc32)cc1 (stereo not drawn)	-19%	-1%	-21%	-14%	6	-28%	.	-7	0.4
13	COc1ccc(CCN2C(=O)C3C4CC(C5C(C(N)=O)=NOC45)C3C2=O)cc1OC (stereo not drawn)	2%	-7%	-6%	18%	-2	-5%	7%	22	-0.5
14	O=C(CCCn1nnnc1CN1CCOCC1)N1CCC(c2ccc(F)cc2)C1 (stereo not drawn)	-11%	-6%	?	-11%	1	-52%	13%	3	-1.6
15	CN1c2ccsc2C(O)=C(C(=S)Nc2ccc(F)c(Cl)c2)S1(=O)=O	-1%	?	-1%	?	7	?	5%	13	-0.1
16	Cc1sc2ncn(/N=C/c3cn(-c4ccccc4)nc3-c3ccccc3)c(=O)c2c1C	0%	-5%	.	.	1	12%	.	.	.
17	COCCN(C(=O)CSc1nnc(-c2ccc(C)c(C)c2)o1)c1c(N)n(CC(C)C)c(=O)[nH]c1=O	-2%	4%	-4%	-3%	-4	-5%	2%	2	0.6
18	COc1ccc2ccccc2c1/C=N/NC(=O)c1cc(C)[nH]n1	?	-2%	-10%	0%	1	-28%	8%	6	0.1
19	COc1ccc(S(=O)(=O)N2CCCC2CNC(=O)C(=O)Nc2cccc(F)c2)cc1 (stereo not drawn)	2%	-3%	4%	15%	1	-3%	.	-20	-0.6
20	CCOC(=O)c1c(CSc2ccccc2)n(C)c2cc(Br)c(O)c(CN(C)C)c12	3%	-3%	0%	0%	0	-19%	-16%	-6	-0.7
21	COc1ccc(NC(=O)C2CCCN(S(=O)(=O)c3c(C)[nH]c(=O)[nH]c3=O)C2)cc1OC (stereo not drawn)	0%&2%	1%&-3%	6%&-5%	-3%&-8%	-5&1	?	4%&2%	5	-0.2&1.6
22	Cc1nnc(NC(=O)c2ccc(Br)o2)s1	-4%	4%	2%	?	-9	-16%	-5%	-26	-0.7
23	COc1ccc(CNS(=O)(=O)c2cc3c4c(c2)C(C)C(=O)N4CCC3)cc1 (stereo not drawn)	1%	-3%	9%	-11%	4	-7%	0%	-15	0.5
24	CCOC(=O)N1CCN(S(=O)(=O)c2c(C)cc(C)cc2C)CC1	1%	-1%	1%	-44%	-5	22%	-7%	54*	0.3
25	O=C(COC(=O)CNC(=O)c1cccc([N+](=O)[O-])c1)Nc1cccc(S(=O)(=O)N2CCCCC2)c1	0%	-2%	3%	-2%	-3	5%	-7%	-1	-0.5

# Part of the list above, in transposed form.
8) O=C(Nc1ccc2c(c1)C(=O)NC2=O)c1ccc(Cl)s1
9) CCOC(=O)c1sc2nc(C)nc(N3CCN(S(=O)(=O)c4ccccc4)CC3)c2c1C
10) OCc1ccccc1-c1cnc2sc(NCc3ccc(F)cc3)nn12
11) COc1ccc(CC2(CO)CCN(S(=O)(=O)c3c(C)nn(C)c3Cl)CC2)cc1
12) Cc1ccc(OCC(O)Cn2c3ccccc3c3ccccc32)cc1 (stereo not drawn)

Assay by compound	8	9	10	11	12
Vif-APOBEC3G blk	1%	1%	-5%	0%	-19%
Glioma ERSR ind	0%	0%	-1%	0%	-1%
Vif-APOBEC3F blk	-4%	0%	.	-1%	-21%
12-LOX inh	-14%	-22%	6%	1%	-14%
LDHA block	-16	-7	-6	-3	6
RGS4 inhibitor	17%	-47%	.	-22%	-28%
ERG Ets-DNA blk	-11%	1%	.	8%	.
D2 antagonist	-4	.	.	-4	-7
D2 agonist	-1.6	.	.	2.1	0.4

# Carrying on.
item	SMILES	Vif-APOBEC3G blk	Glioma ERSR ind	Vif-APOBEC3F blk	12-LOX inh	LDHA block	RGS4 inhibitor	ERG Ets-DNA blk	D2 antagonist	D2 agonist
26	CCOC(=O)c1c(NC(=O)C2COc3ccccc3O2)sc2c1CCN(Cc1ccccc1)C2 (stereo not drawn)	2%	2%	-1%	?	-10	-21%	1%	-12	2.1
27	O=C(Nc1cc(S(=O)(=O)N2CCOCC2)ccc1N1CCCC1)c1cc(F)c(F)cc1Cl	-7%	-4%	-7%	?	-1	-8%	-1%	1	-0.9
28	COc1ccc(OC)c(C(=O)NC(CC(N)=O)c2ccc(NCc3ccc(F)c(F)c3)c([N+](=O)[O-])c2)c1 (stereo not drawn)	-15%	-3%	7%	-16%	-1	-8%	-7%	5	0.4
29	COc1cc(C=C2C(=O)OC(C)(C)OC2=O)cc(Cl)c1OCC(=O)Nc1ccccc1	-1%	2%	-4%	?	-4	20%[11.4 µM]	5%	-9	-0.7
30	Cc1nc(-c2nc(-c3c(C(=O)NN)noc3C)cs2)cs1	0%	0%	1%	8%	-6	-25%	11%	-8	0.2
31	COc1cccc(C(=O)N(CN2CCCC2=O)c2cccc(Cl)c2)c1	2%	-3%	0%	-14%	3	11%	9%	-9	0.6
32	CCC(Sc1nnc(C)n2c1cc1sccc12)C(=O)Nc1ccccc1F (stereo not drawn)	-11%	-4%	3%	?	1	-10%	-4%	.	0.0
33	Clc1ccc(C2=NCCN2)cc1	-4%	-1%	-5%	8%	1	14%	16%	-5	0.6
34	Cc1nc2ccccc2n1CCc1nc2c3ccccc3nc(=S)n2[nH]1	-1%	1%	-7%	?	-3	?	-5%	-2	-0.2
35	COc1cccc(CNS(=O)(=O)c2cc3c4c(c2)CCC(=O)N4CCC3)c1	-1%	-1%	2%	-1%	-5	18%	9%	.	-0.5
36	CCCNC(=O)c1cnc2c(-c3ccc(OCC)c(OCC)c3)c(C)nn2c1-c1ccccc1	.	.	.	?	-3	-11%	4%	.	-0.9
37	O=C(CSc1nnc(NC(=O)c2ccccc2[N+](=O)[O-])s1)NC1CCCC1	-1%	-3%	-6%	-5%	-3	-3%	3%	.	.
38	Cc1nnsc1-c1c(C(=O)N2CCOCC2)c(C)nn1-c1ccccc1	0%	-2%	4%	172%[activator]	-13	15%	4%	-4	0.2
39	CCC(C)C1C(C#N)=C(N)OC2=C1C(=O)CC(C)(C)C2 (stereo not drawn)	2%	-4%	-1%	4%	2	-3%	-14%	20	-0.2
40	O=C(Nc1ccc(F)cc1)c1ccccc1F	-2%	2%	-7%	11%	-4	18%	.	30	-0.3
41	CCn1nc(NC(=O)c2ccncc2)c2cc3cccc(C)c3nc21	0%	-2%	-19%	6%	-3	6%	.	.	.
42	CCN1/C(=N\N)c2cccc3cccc1c23	2%	-1%	-9%	41%[activator]	8	-41%	79%[activator]	16	-0.1
43	CN(C)c1cccc(C(=O)OCC(=O)NCc2ccco2)c1	1%	0%	-27%	-22%	-1	-46%	6%	17	0.7
44	CCn1c(-c2cc(-c3ccc(C)cc3)nc3ccccc23)n[nH]c1=S	1%	8%	-10%	?	3	-32%	-3%	19	-4.4
45	COc1cccc(C(=O)N2CCn3c2nc2ccccc23)c1	-1%	0%	-13%	-2%	-15	18%	-3%	.	.
46	CNCCCOc1ccc2c(c1)CCC2	-8%	-4%	7%	-42%	-20	0%	8%	18	0.7
47	CCCCc1c(O)nc(SCC(=O)c2ccccc2)n(-c2ccccc2OC)c1=O	0%	-8%	8%	?	-12	-2%	10%	-7	-0.3
